Bioassay records as filed in PubChem BioAssay.
ER stress surv = ER stress cell death inhibition; CSM14.1 thapsigargin ER stress survival, ATP luminescence; relative survival (cellular ATP), % at 15 µg/mL (by protocol); hit rate 0.33% among 48,000;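 active means survival measured by cellular ATP above 50% at 15 µg/ml in the first screen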;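 further: cell death triggered by about 15 µM thapsigargin; ATP read 24 h after thapsigargin was added; plate controls were thapsigargin with DMSO for no effect and DMSO without thapsigargin for full effect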
* hit, by the source's call. A portion of the library; count on the stated rates, not on these rows.

Sample of the layout (six entries):
Structure | ER stress surv
COc1ccc(CNC(=O)CN(c2cc(C)cc(C)c2)S(C)(=O)=O)cc1 | 0
CCC12CN3CC(CC)(CN(C1)C3c1ccccc1)C2=O (stereo unspecified) | -16
COc1cccc(C2C(C(=O)Nc3ccccc3)=C(C)N=c3s/c(=C\c4ccc(O)cc4)c(=O)n32)c1 (stereo unspecified) | 7
O=C(CSc1nsc(SCC(=O)Nc2ccccc2F)n1)Nc1ccccc1F | 0
COc1c(F)c(F)c(-c2c(F)c(F)c(OC)c(F)c2F)c(F)c1F | 2
CCOc1ccc(C(=O)NCc2ccco2)cc1Br | -4

The list itself, previewed entries included:
Structure | ER stress surv
COc1ccc(CNC(=O)CN(c2cc(C)cc(C)c2)S(C)(=O)=O)cc1 | 0
CCC12CN3CC(CC)(CN(C1)C3c1ccccc1)C2=O (stereo unspecified) | -16
COc1cccc(C2C(C(=O)Nc3ccccc3)=C(C)N=c3s/c(=C\c4ccc(O)cc4)c(=O)n32)c1 (stereo unspecified) | 7
O=C(CSc1nsc(SCC(=O)Nc2ccccc2F)n1)Nc1ccccc1F | 0
COc1c(F)c(F)c(-c2c(F)c(F)c(OC)c(F)c2F)c(F)c1F | 2
CCOc1ccc(C(=O)NCc2ccco2)cc1Br | -4
O=C1CC(c2ccccc2)CC2=C1C(c1cccc([N+](=O)[O-])c1)Nc1ccc(C(=O)c3ccccc3)cc1N2 (stereo unspecified) | 4
COc1ccc(-c2cc(C(F)(F)F)n3nc(C(=O)NCCc4ccccc4)cc3n2)cc1OC | 4
COc1cccc(C2C(C(=O)OCCc3ccccc3)=C(C)NC3=C2C(=O)CCC3)c1 (stereo unspecified) | 12
O=C(NCc1ccccc1)c1ccc(C#Cc2ccccc2)cc1 | 6
CCC(Oc1ccccc1)C(=O)Nc1cccc(Br)c1 (stereo unspecified) | 2
COc1ccc(C(=O)N2N=C(C(F)(F)F)CC2(O)c2ccccc2)cc1 (stereo unspecified) | 1
Cc1ccc(/C=C(\NC(=O)c2ccc(C)cc2)C(=O)NC(C)C)cc1 | 2
COc1cc(C)c(Nc2ccccc2)c(C)c1 | 9
CCCOc1ccc(C(=S)N2CCN(c3cccc(Cl)c3)CC2)cc1 | -7
Cc1ccc(-c2cc3nc(C)c(Cc4ccccc4)c(=O)n3[nH]2)cc1 | 2
Cc1ccc(N=Cc2ccc([N+](=O)[O-])s2)c(C)c1 | 7
COC(=O)C1=C(C)N(C)C(C)=C(C(=O)OC)C1c1ccc(Cl)cc1Cl | 0
COc1ccc(OCC(=O)Nc2ccc(F)c(Cl)c2)cc1 | 13
O=C(CCc1ccccc1)Nc1nnc(-c2ccncc2)s1 | 6
COc1ccccc1C(=O)Nc1ccc(F)c(Cl)c1 | 11
CCOC(=O)c1ccc(NC(=S)NC(NC(=O)c2ccccc2)C(Cl)(Cl)Cl)cc1 (stereo unspecified) | 0
c1ccc(CCCN2CCN(Cc3ccncc3)CC2)cc1 | -2
CC(C)CC1CC(C)(C(=O)CSc2n[nH]c(-c3ccccc3)n2)OC1=O (stereo unspecified) | 4
CC(=O)NS(=O)(=O)c1ccc(NC(=O)C2CCCCC2)cc1 | -9

Quoted at random: 2 compounds from above.
Structure | ER stress surv
CC(C)CC1CC(C)(C(=O)CSc2n[nH]c(-c3ccccc3)n2)OC1=O (stereo unspecified) | 4
COc1ccc(C(=O)N2N=C(C(F)(F)F)CC2(O)c2ccccc2)cc1 (stereo unspecified) | 1

Further results.
Structure | ER stress surv
Cc1cccc(Nc2ccc3noc4c3c2C(=O)c2ccccc2-4)c1 | 0
CCOc1ccc(NC(=S)NC(NC(=O)c2ccccc2Br)C(Cl)(Cl)Cl)cc1 (stereo unspecified) | 5
CC(=O)c1cccc(NC(=O)c2ccc(C)c([N+](=O)[O-])c2)c1 | 0
CNC(=O)CN(c1cccc(OC)c1)S(=O)(=O)c1ccccc1 | 7
Cc1ccc(/C(O)=C2\C(=O)C(=O)N(CCCC(=O)O)C2c2ccccc2Cl)cc1 (stereo unspecified) | 4
CCOC(=O)C(CCOc1cc(C)cc(C)c1C)C(=O)OCC | -2
COc1cc(C=Nc2ccc(-c3ccc(N=Cc4ccc(OC(C)=O)c(OC)c4)c(C)c3)cc2C)ccc1OC(C)=O | -4
Cc1cc(OCC(=O)NC2CCCC2)ccc1Br | 2
CC(=O)Nc1ccc(N2CCOCC2)cc1 | 7
COc1cc(/C=c2\sc3nc4ccccc4n3c2=O)cc(Br)c1OCc1ccccc1F | 7
O=C(N/N=C/c1ccc(O)cc1)c1cc2ccccc2cc1O | 1
COc1cc(C2SCC(=O)N2CCc2ccc(OC)c(OC)c2)ccc1O (stereo unspecified) | -7
O=C1C=CC(=NS(=O)(=O)c2ccc(F)cc2)C=C1 | -2
CCC(CC)C(=O)N1CCN(c2cccc(Cl)c2)CC1 | 1
CC(C)N(C(=O)c1ccc(C(N)=O)cc1)C(C)C | 5
Cc1cc(NC(=O)/C=C/C(=O)O)ccc1NC(=O)c1cccs1 | 13
COc1ccc(Cl)cc1C(=O)Nc1ccc(Nc2ccccc2)cc1 | 5
COc1cc2c(cc1NS(=O)(=O)c1ccc([N+](=O)[O-])cc1)oc1ccccc12 | 8
CCSc1nnc(N2C(=O)c3ccc(Oc4ccc([N+](=O)[O-])cc4)cc3C2=O)s1 | 12
CCOc1ccccc1NC(=O)C(=O)NCCC1=CCCCC1 | 26
O=C(NC(=S)Nc1ccc(Br)cn1)c1ccc(Cl)cc1 | 9
O=C(NC(=S)Nc1ccc2oc(-c3ccc(Cl)cc3)nc2c1)c1ccccc1 | 3
CCc1c(C)nc2ccccc2c1SCC(=O)O | 1
CCOc1cccc(/C=N\NC(=O)c2cnccn2)c1O | 11
COc1ccc(C(=O)Nc2ccc(S(=O)(=O)NC(C)=O)cc2)cc1 | 1

Further records.
Structure | ER stress surv
CC1(C)OC(=O)C(=C2CCCN2)C(=O)O1 | 10
CCN(CC)CCCOc1ccccc1[N+](=O)[O-] | -7
CC(C)(C)c1ccc(Oc2coc3cc(O)ccc3c2=O)cc1 | 11
O=C(N/N=C/c1ccc(OCc2ccccc2)cc1)C(O)c1ccccc1 (stereo unspecified) | 1
O=c1[nH]c2ccccc2c(O)c1-c1ccccc1[N+](=O)[O-] | -3
O=C1NC(=S)N(c2ccccc2)C(=O)/C1=C/c1ccc(O)c(Cl)c1 | 4
CCC(C)c1ccc(NC(=O)c2ccc([N+](=O)[O-])cc2)cc1 (stereo unspecified) | 8
COc1ccc(-n2c(=O)c3c4c(sc3n3c(SCCC(C)C)nnc23)CCCC4)cc1 | 25
COc1cc([N+](=O)[O-])ccc1NC(=O)CSc1nc2ccccc2s1 | 13
CCOc1cc(C=O)ccc1OCc1ccccc1 | 5
Cc1nc2[nH]onc2c2nccc(=O)c12 | -1
CC(=O)NC1=C(Cl)C(=O)c2ccccc2C1=O | -17
COc1ccc(C(=O)Oc2ccc3oc(=O)cc(C)c3c2)cc1OC | -1
CC(C)=CC1C(C(=O)Nc2ccc(Cl)cn2)C1(C)C (stereo unspecified) | -4
COc1ccc(OC(C)C(=O)Nc2cccc(OC)c2)cc1 (stereo unspecified) | 10
COc1ccccc1OCCCCCn1ccnc1 | 7
CCc1ccc(NC(=O)COc2ccc(Br)cc2)cc1 | 2
O=C1C(=Cc2cc(Br)ccc2OCc2ccccc2)C(=O)c2ccccc21 | 6
Cc1ccc2nc(NC(=S)NC(=O)c3ccc(Cl)cc3)sc2c1 | 6
COc1ccccc1/C=N/NC(=O)c1cc(C23CC4CC(CC(C4)C2)C3)[nH]n1 | 3
COc1ccccc1NC(=O)/C(=C\c1cccnc1)NC(=O)c1ccc(C)cc1 | 6
COc1ccc(CN2CCN(C3CCCC3)CC2)cc1OCc1ccccc1 | -3
O=S(=O)(CCc1nc2ccccc2s1)c1ccc(Cl)cc1 | 1
COc1ccc(/C=C(\NC(=O)c2ccc([N+](=O)[O-])cc2)C(=O)NCCN2CCOCC2)cc1 | -1
Cc1ccc(-n2nc3cc(C)c(NC(=O)/C=C\c4ccco4)cc3n2)cc1 | -2

Next entries follow:
Structure | ER stress surv
CCCc1ccc(C(=O)O/N=C(\N)c2ccccn2)cc1 | -4
CN1CCN(Cn2c(O)c(N=NC(=O)c3ccccc3)c3ccccc32)CC1 | 2
CCOc1ccc(S(=O)(=O)N2CCN(c3ccccc3OC)CC2)cc1 | 2
Cc1ccccc1N1C(=O)C(O)=C(C(=O)/C=C/c2ccccc2)C1c1ccc([N+](=O)[O-])cc1 (stereo unspecified) | 3
CC(C(=O)N1CCN(Cc2ccc(Cl)cc2)CC1)N1C(=O)c2ccccc2C1=O (stereo unspecified) | 10
CC1(C)Nc2ccccc2-c2c1ssc2=NC1CCCCC1 | 1
COc1cccc(NC(=O)Nc2cccc(C(F)(F)F)c2)c1 | -2
O=Cc1ccc(-c2nc3c4ccccc4ccn3c2C=O)o1 | -6
N#C/C(=C/c1ccccc1F)C(=O)Nc1cccc(Br)c1 | 14
O=C(Nc1ncc(S(=O)(=O)c2ccc([N+](=O)[O-])cc2)s1)c1ccc(-c2ccccc2)cc1 | 9
Clc1ccc(/C=N/Nc2nc(N3CCOCC3)nc(N3CCOCC3)n2)cc1Cl | 10
O=Cc1ccc(OCc2ccccc2)cc1 | 1
CCCC(=O)Nc1nnc(COc2ccc(C)c(C)c2)s1 | 2
COc1cc(OC)c(/C=N/NC(=O)c2cccc(Cl)c2)cc1Br | 8
COc1cccc(OC)c1C(=O)NNC(=O)c1cccc(Cl)c1 | 10
CCCSC1=C(C#N)C(c2ccc(F)cc2)CC(=O)N1 (stereo unspecified) | 2
CCOC(=O)C1=C(NC(=O)CC)Oc2ccc3ccccc3c2C1c1ccccc1 (stereo unspecified) | 5
COc1cccc(/C=N/NC(=O)c2cccc(N3CCCC3=O)c2)c1 | -4
COc1ccc(C(=O)N/N=C/c2cc(OC)c(O)c([N+](=O)[O-])c2)cc1OC | 2
COc1ccccc1OCCCCN1CCCC1 | 29
O=C1NC(=Nc2cccc(O)c2)S/C1=C\C=C\c1ccccc1 | 4
COC(=O)c1cc(C(=O)Nc2ccc(Cl)cc2Cl)cc([N+](=O)[O-])c1 | 10
O=C(NC(Nc1ccc(Br)cc1)C(=O)c1ccccc1)c1ccco1 (stereo unspecified) | 10
O=C(c1cccc(F)c1)N1CCN(Cc2ccc(C(F)(F)F)cc2)CC1 | 4
CCOC(=O)C(=CNc1ccc([N+](=O)[O-])cc1)C(=O)OCC | 5

Structural class, those above with a cyano group (2)
Structure | ER stress surv
N#C/C(=C/c1ccccc1F)C(=O)Nc1cccc(Br)c1 | 14
CCCSC1=C(C#N)C(c2ccc(F)cc2)CC(=O)N1 (stereo unspecified) | 2

The main list resumes, starting 2 compounds before the break.
Structure | ER stress surv
O=C(c1cccc(F)c1)N1CCN(Cc2ccc(C(F)(F)F)cc2)CC1 | 4
CCOC(=O)C(=CNc1ccc([N+](=O)[O-])cc1)C(=O)OCC | 5
CCOc1ccc(NC2=CC(=O)CC(c3ccccc3)C2)cc1 (stereo unspecified) | 6
Cc1ccc(/C=C(\C#N)c2nc(-c3cccc([N+](=O)[O-])c3)cs2)o1 | 2
O=S(=O)(c1cc(Cl)cc(Cl)c1O)c1cc(Cl)cc(Cl)c1O | -10
CCOc1ccc2c(c1)C(=C1SC(C(=O)OC)=C(C(=O)OC)S1)C(=S)C(C)(C)N2C(=O)c1cccc(OC)c1 | 29
CCOc1ccc(-c2cc(OCC)c3c(C)oc(C)c3c(=[O+]CC)c2)cc1 | 11
O=C(NCc1ccccn1)C(=O)N/N=C/c1ccc(Br)cc1 | 3
O=C(Nc1ccccc1F)c1cc2cc([N+](=O)[O-])ccc2oc1=O | 2
COc1ccccc1/C=C1\SC(=S)N(c2cccc(C)c2C)C1=O | 9
CCOc1cc(/C=N\NC(=O)c2ccc([N+](=O)[O-])cc2)cc(Br)c1O | 8
COc1ccc(CN2CCN(Cc3ccccn3)CC2)cc1Br | -5
CC(C)C(C#CC(O)(c1ccccc1)c1ccccc1)N(C)C (stereo unspecified) | -13
COc1cc(-c2ccc(NC(=O)c3ccc(C)cc3)c(OC)c2)ccc1NC(=O)c1ccc(C)cc1 | 6
Cc1cccc(OCC(=O)O/N=C(\N)c2ccc([N+](=O)[O-])cc2)c1 | -2
CCOC(=O)c1c(N2C(=O)C3CC(C)=C(C)CC3C2=O)sc(C)c1C (stereo unspecified) | 8
Cc1ccccc1OCC(=O)Nc1ccc(Cl)cc1C(F)(F)F | -16
Cc1c(C(=O)OC(C)C)sc(NC(=O)c2cccc(F)c2)c1C#N | 2
O=C1CC(NCc2ccc(F)cc2)C(=O)N1c1ccc(Cl)cc1 (stereo unspecified) | -4
O=C1N=c2ccccc2=C1c1sc(Nc2ccc(O)cc2)nc1O | -3
COC(=O)c1ccc(C(=O)OC)c(NC(=O)CCc2ccc(OC)cc2)c1 | 3
COc1ccccc1N1CCN(C(=O)CN(c2ccc(C)cc2)S(C)(=O)=O)CC1 | 8
Cc1ccc(S(=O)(=O)Nc2cc([N+](=O)[O-])ccc2Cl)cc1 | 7
CC1(C)CC(=O)C(C=Nc2ccc(S(N)(=O)=O)cc2)=C(O)C1 | 0
COc1ccc(CNC(=O)CCCOc2ccc(Cl)cc2Cl)cc1 | 8
CCOc1ccc(N(CC(=O)NCc2ccccc2C)S(C)(=O)=O)cc1 | 5
O=S(=O)(NCCc1ccccc1)c1ccc(Br)cc1 | 11

Next section:
Structure | ER stress surv
COc1ccc(C(=O)N2N=C(C)CC2(O)c2ccc(Br)cc2)cc1 (stereo unspecified) | 1
COc1ccccc1OCC(=O)Nc1c(C)cccc1C(C)C | 2
O=C(O)c1ccc([N+](=O)[O-])c2c1NC(c1ccccc1)C1CC=CC21 (stereo unspecified) | 5
CCCCOC(=O)c1cccc(NC(=O)c2ccccc2Br)c1 | 3
COc1ccccc1/C=C1\SC(=S)N(c2cccc(C(=O)O)c2)C1=O | -5
